High-throughput results deposited in PubChem BioAssay by The Scripps Research Institute Molecular Screening Center.
TbREL1 primary = TbREL1 inhibition, primary screen; AID 1117264; inhibition, % at 9.66 µM; TbREL1 RNA ligation, FRET fluorescence; P86926; 89,000 compounds, 0.49% hits;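 active = inhibition above the mean inhibition across all screened compounds plus 3 SD, cut at about 11% in these data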;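 also: 0% = plate median of test wells and 100% = NSC42067 control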
Target sequence (P86926 whole entry, looked up): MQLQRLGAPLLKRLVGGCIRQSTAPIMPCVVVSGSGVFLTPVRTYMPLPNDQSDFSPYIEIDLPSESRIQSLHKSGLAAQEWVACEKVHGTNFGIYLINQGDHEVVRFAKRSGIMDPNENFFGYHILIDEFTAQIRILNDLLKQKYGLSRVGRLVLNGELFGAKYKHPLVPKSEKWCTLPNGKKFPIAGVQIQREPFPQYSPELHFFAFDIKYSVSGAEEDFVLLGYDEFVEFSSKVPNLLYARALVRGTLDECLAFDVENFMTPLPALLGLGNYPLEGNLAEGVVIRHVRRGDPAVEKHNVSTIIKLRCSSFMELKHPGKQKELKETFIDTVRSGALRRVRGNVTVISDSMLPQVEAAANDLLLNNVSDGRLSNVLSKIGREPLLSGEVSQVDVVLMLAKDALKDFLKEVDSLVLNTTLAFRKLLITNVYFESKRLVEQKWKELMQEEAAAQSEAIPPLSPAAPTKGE
An asterisk follows results filed as active.

molecule,TbREL1 primary
CCn1cc(S(=O)(=O)Nc2ccc(C)c(Cl)c2)cn1,-2.0
Cn1c(SCC(=O)NCc2ccccc2)ncc(C(=O)Nc2ccccc2)c1=O,-1.2
COc1ccc(CN(C(=O)/C=C/C(=O)c2ccc(OC)cc2O)C(C(=O)NC2CCCCC2)c2ccncc2)cc1 (stereo unspecified),-2.4
O=C(CSc1nnc(-c2cccnc2)o1)Nc1ccccc1Br,1.5
COc1ccc(-c2csc3nc(C)nc(N4CCN(c5ccc(C(C)=O)cc5)CC4)c23)cc1OC,-2.2
COc1cccc2c1C(=O)C[C@]1(CCCC[C@@H]1C)O2,0.1
CCN(CC)C(=O)C1CC(c2ccc(OC)cc2)=NO1 (stereo unspecified),0.4
COc1ccc(CCNc2ccc(S(=O)(=O)N3CCCC3)cc2[N+](=O)[O-])cc1,-0.5
COc1ccccc1C(=O)NNC(=S)NC(=O)c1cccs1,-13.8
CC[N+]1(CC)CC2=Cc3c(ccc4ccccc34)C(C)C2C1 (stereo unspecified),1.2
Cc1cc(NC(=O)c2ccccc2[N+](=O)[O-])ccc1Br,-1.5
COc1cc(OC)cc(C(=O)Nn2c(C)nc3ccccc3c2=O)c1,-0.7
COC(=O)[C@]12C[C@H](CC(=O)NCc3ccccc3)C(=O)N(Cc3ccco3)C1=C[C@H](C1CCCC1)O[C@@H]2C,1.5
O=C(N[C@@H](Cc1ccccc1)C(=O)OCc1ccccc1)c1nc[nH]c1C(=O)NCc1ccccc1,2.0
CN(CCCCOc1ccc(F)cc1)Cc1ccccc1,2.5
CCOC(=O)c1cc(NC(=O)N2CCCc3ccccc32)c(C)nc1C,3.4
Cn1ccc(NC(=O)Nc2cccc([N+](=O)[O-])c2)n1,4.0
CCC[C@H]1C(=O)CC[C@@]23CCCN2C(=O)CCC[C@@H]13,-0.3
COCCNC(=O)C1C(=O)Nc2ccccc2C(=O)N1Cc1ccccc1 (stereo unspecified),0.5
O=C(NC1CCCCC1)c1ccc2snnc2c1,3.6
C=CCNC(=O)CCCCCNS(=O)(=O)c1ccc(OC)cc1,-2.0
CCc1cccc(NC(=O)c2ccc(NS(=O)(=O)c3c(C)noc3C)cc2)c1,1.7
CCC1(C)Cc2c(C#N)c(N)n(N)c(=S)c2CO1 (stereo unspecified),-1.8
O=C(NC1CC2CCCC(C1)N2C(=O)Nc1cccc(F)c1)C1CC1 (stereo unspecified),-2.5
CCc1ccc(CCNC(=O)OC2CC3CC2[C@H]2CCCCN2[C@H]3Cc2ccccc2)cc1 (stereo partly specified),2.9
COc1ccccc1/C=C/C(=O)OCC(=O)Nc1ccc2c(c1)OCO2,-0.9
Cc1ccc(OCCOc2ccc(Cl)cc2Cl)c(Br)n1,0.3
Cc1ccsc1C(=O)OCC(=O)N1C(C)CCCC1C (stereo unspecified),-0.8
CCC(=O)Nc1cccc(-c2cnc3ccccc3n2)c1,-1.8
Cc1cc([N+](=O)[O-])nn1CCCC(=O)Nc1cc(Oc2ccccc2)cc([N+](=O)[O-])c1,1.1
Cc1ccc(S(=O)(=O)N2CCC(C(=O)NCCCn3ccnc3)CC2)cc1,2.0
COc1ccc2c(c1)OC[C@H]1[C@H]2N2C(=O)CNC(=O)[C@@]2(C)[C@H]1c1ccccc1,-1.4
C=CCn1c(SCC(=O)O)nnc1-c1ccco1,1.1
CC1(C)CC(C)(O)P(=O)(c2ccccc2)O1 (stereo unspecified),-0.3
C=CCn1c(C)cc(-c2csc(N)n2)c1C,4.6
Cc1nc2c(cnn2-c2ccccc2Cl)c(=O)n1-c1ccc(C(C)C)cc1,5.0
CCOC(=O)c1ccc(CSc2nnc(C)n2N)o1,3.3
CCS(=O)(=O)N1CCN(C(=O)c2ccccc2)CC1,0.3
COc1ccc(N=C(C)c2sc3ccccc3c2O)cc1,-1.1
COc1ccc(S(=O)(=O)N(C)CC(=O)Nc2ccccc2C(F)(F)F)cc1Cl,0.3

At a glance, part of the list above.
molecule,TbREL1 primary
C=CCNC(=O)CCCCCNS(=O)(=O)c1ccc(OC)cc1,-2.0
CCc1cccc(NC(=O)c2ccc(NS(=O)(=O)c3c(C)noc3C)cc2)c1,1.7

(further entries)
molecule,TbREL1 primary
CN(C)CCN(C(=O)CN1C(=O)c2ccccc2C1=O)c1nc2cc3c(cc2s1)OCO3,-0.7
CCN(CC)c1ccc(S(=O)(=O)N2CCCCC2)cc1NC(=O)C1CSC2(C)CCC(=O)N12 (stereo unspecified),-2.5
O=C(c1ccc(N2CCCC2=O)cc1)N1CCN(c2ccc(Cl)cc2)CC1,-5.2
Cn1cccc1[C@]1(O)C(=O)Nc2ccc(F)cc21,0.8
O=C(CN1CCC(n2nnc3cc(C(F)(F)F)ccc32)CC1)NCc1cccs1,-0.1
Nc1ccn([C@@H]2O[C@H](CNC(=O)[C@@H](Cc3cccnc3)NC=O)[C@@H](O)[C@H]2O)c(=O)n1,-0.5
CCCCNC(=O)C1(C)CCCCN1C(=O)c1ccc2sccc2c1 (stereo unspecified),-1.2
O=C(N/N=C/c1cccc(OCc2ccccc2)c1)c1ccc(Br)cc1,2.5
FC(F)(F)c1nnc2c(Sc3ccc(Cl)cc3)nc3ccccc3n12,7.1
CCOc1ccc(NS(=O)(=O)c2ccc3[nH]cc(C(=O)NCC4CCCO4)c(=O)c3c2)cc1 (stereo unspecified),1.2
Cc1ccc(S(=O)(=O)Nc2cc3c4c(c2)C(C)C(=O)N4CCC3)cc1 (stereo unspecified),-2.5
COC(=O)C[C@H](NC(=O)Cn1cnc(C(=O)Nc2ccc(C)c(C)c2)n1)C(=O)OC,-2.9
Cc1cc(C)nc(NS(=O)(=O)c2ccc(NC(=O)Cc3ccccc3F)cc2)n1,1.1
Cc1nc2c(C(=O)NCc3ccccc3)c[nH]n2c(=O)c1Cl,-1.4
COCC(=O)NC(c1ccccc1)c1ccccc1,0.1
CCC(C)NC(=O)c1cc(Cl)c(NC(=O)C2=C(C)OCCS2)cc1OC (stereo unspecified),1.1
CCc1noc(C)c1C(=O)Nc1cccc(S(=O)(=O)N2CCCCCC2)c1,-0.5
O=C(OCc1ccccc1)c1ccc2c(c1)-c1ccccc1C2=O,0.7
CCc1nnc(SCC(=O)NC2CCCC2)nc1CC,0.1
CCSc1nc(N)c(C#N)c(-c2ccccc2Cl)c1C#N,-0.6

Copied from the list.
For TbREL1 primary, `CCSc1nc(N)c(C#N)c(-c2ccccc2Cl)c1C#N` has -0.6
For TbREL1 primary, `CCOc1ccc(NS(=O)(=O)c2ccc3[nH]cc(C(=O)NCC4CCCO4)c(=O)c3c2)cc1` (stereo unspecified) has 1.2
For TbREL1 primary, `COCC(=O)NC(c1ccccc1)c1ccccc1` has 0.1
For TbREL1 primary, `Cc1nc2c(C(=O)NCc3ccccc3)c[nH]n2c(=O)c1Cl` has -1.4
For TbREL1 primary, `CN(C)CCN(C(=O)CN1C(=O)c2ccccc2C1=O)c1nc2cc3c(cc2s1)OCO3` has -0.7
For TbREL1 primary, `Nc1ccn([C@@H]2O[C@H](CNC(=O)[C@@H](Cc3cccnc3)NC=O)[C@@H](O)[C@H]2O)c(=O)n1` has -0.5

An excerpt from above in order of the TbREL1 primary value, smallest number first.
molecule,TbREL1 primary
CCCCNC(=O)C1(C)CCCCN1C(=O)c1ccc2sccc2c1 (stereo unspecified),-1.2
COCC(=O)NC(c1ccccc1)c1ccccc1,0.1
CCC(C)NC(=O)c1cc(Cl)c(NC(=O)C2=C(C)OCCS2)cc1OC (stereo unspecified),1.1

Further results follow.
molecule,TbREL1 primary
O=C(NCCCN1CCOCC1)c1ccc([N+](=O)[O-])cc1[N+](=O)[O-],1.6
O=C1c2nccnc2C(=O)N1Cc1ccccc1,4.3
O=C(C1=NN[C@@H]2C(=O)N(Cc3ccccc3)C(=O)[C@H]12)c1ccc(F)cc1,2.2
O=C(COC(=O)c1nc(Cl)ccc1Cl)Nc1ccc(Cl)cn1,-1.1
CCOC(=O)c1c(C)[nH]c(C)c1C(=O)COC(=O)c1cc2ccccc2cc1OC,-0.1
N#Cc1nc(-c2cccc(Cl)c2)oc1NCc1cccnc1,-0.1
COc1cc(OC)c2c(C)cc(=O)oc2c1C(CCN1CCN(c2ccccc2)CC1)c1ccc2c(c1)OCO2 (stereo unspecified),5.9
Cc1ccc(NC(=O)CSc2ccc(-c3cccnc3)nn2)c(C)c1,1.4
CC[n+]1c(/C=C2\Sc3ccccc3N2C)ccc2cccc(C)c21,-24.0
COCCCNC(=O)c1ccc2c(=O)n(Cc3ccc(OC)cc3)c(=O)[nH]c2c1,-3.1
COc1ccccc1C(=O)NC(=O)COC(=O)CNC(=O)c1ccc(Cl)c([N+](=O)[O-])c1,1.4
FC(F)(F)c1cccc(N2CCN(C(=S)Nc3nccc4ccccc34)CC2)c1,8.5
NC(=O)C1CCCN1S(=O)(=O)c1ccc2ccccc2c1 (stereo unspecified),-1.4
Cc1cc(NC(=O)CCC(=O)N(c2ccc(F)cc2)C(C(=O)NC2CCCC2)c2cccnc2)no1 (stereo unspecified),-5.0
CCCCCCC(=O)n1ccc2ccc(-c3ccc4ccn(Cc5ccc(OC)cc5)c4c3)cc21,4.8
O=S(=O)(Nc1ccc(N2CCOCC2)cc1)c1c(F)cc(F)cc1Br,-2.9
Cc1cccc(NC(=O)CSCC(=O)Nc2ccccc2C(=O)NC2CC2)c1,3.6
O=C(CNC(=O)c1ccc(Br)o1)NCc1ccccc1,7.0
CCCC(=O)Nc1cccc(-c2nc3cc(C)c(C)cc3o2)c1,-1.3
C(=N\N1CCN(C2c3ccccc3-c3ccccc32)CC1)/c1ccncc1,-5.8
O=C(CN1CCN(Cc2ccccc2Cl)CC1)N/N=C\c1ccccc1F,-3.1
Cn1c2ccc(Cl)cc2c2nc3ccccc3nc21,-3.4
O[C@H]1C[C@H](c2ccccc2)N(CC2CCCCC2)C[C@@H]1n1cc(C2CC2)nn1,0.6
C=CCCC(=O)Nc1nc(C)c(-c2csc(Nc3ccccc3OC)n2)s1,-1.7
Nc1ccc(C23CC4CC(CC(CO)(C4)C2)C3)cc1,-3.3
COCCCn1c(=O)/c(=C\c2ccc(OC(F)F)c(OC)c2)s/c1=C(/C#N)C(=O)NCCOC,0.0
CCC(CC)C(=O)NCCc1cc2c(OC)ccc(OC)c2[nH]c1=O,0.7
CCOC(=O)C1C2C=CC3(CN(c4ccc(Cl)c(F)c4)C(=O)C13)O2 (stereo unspecified),3.9
COCCN(C(=O)/C=C/c1cccc([N+](=O)[O-])c1)c1c(N)n(Cc2ccccc2)c(=O)[nH]c1=O,-1.9
C=CCNC(=S)N/N=C/c1ccc(OCc2ccccc2Cl)cc1,-2.2
COc1ccc(/C=C(\NC(=O)c2ccccc2)C(=O)NCc2ccco2)cc1,-1.2
Cc1nn(Cc2cccc(C(=O)N3CCCC(C)C3)c2)c(C)c1[N+](=O)[O-] (stereo unspecified),0.6
CCn1c(C)c(C2=CCN(S(=O)(=O)c3ccccc3)CC2)c2ccccc21,-3.3
Cc1nn(-c2ccccc2)c(Cl)c1/C=N/NC(=O)c1ccco1,3.8
COc1ccc(Br)cc1S(=O)(=O)NCCN1CCOCC1,-1.2
Cc1ccc2nc(SCC(=O)Nc3cc(C)on3)c(C)cc2c1,1.0
O=C(OCC#CCSc1nnc(-c2cccc3ccccc23)o1)c1ccc(C(F)(F)F)cc1,-1.4
CCCCc1nnc(NC(=O)c2ccc(S(=O)(=O)N3CCOCC3)cc2)s1,-1.2
COC(=O)c1c(-c2ccco2)csc1NC(=O)C1CC=CCC1C(=O)O (stereo unspecified),3.1
Cc1cc(Br)ccc1OCCCCNCCO,6.2
COc1ccc(-c2cc(C(F)(F)F)n3nc(C(=O)NCCCN4CCOCC4)cc3n2)cc1,-1.7
COc1ccc(C(CNC(=O)C(C)Oc2ccc(Br)cc2)N2CCOCC2)cc1 (stereo unspecified),-1.7
O=C(Nc1nccc(-c2cccs2)n1)c1ccccc1Cl,1.9
O=C(COC(=O)Cc1cccs1)Nc1cc(S(=O)(=O)N2CCOCC2)ccc1Cl,-3.1
CNC(=O)C(NC(=O)Nc1ccc(C)cc1)C(C)(C)C (stereo unspecified),4.2
COC(=O)c1c(C)c2c(C)cc3ccccn3c-2c1C(=O)OC,-3.3
O=C(NS(=O)(=O)N1CCOCC1)C1=C(N2CCCC2)COC1=O,6.5
C=CCn1c(SCC(=O)NC2CCCC2)nnc1-c1cccnc1,-2.2
COc1ccc(Cl)cc1NC(=O)CN(C)C(=O)c1ccc(OCc2ccccc2)c(OC)c1,4.9
CC(C)C(NC(=O)CCNC(=O)c1ccccc1Cl)c1nc2ccccc2[nH]1 (stereo unspecified),4.2
CC1CC(C)CN(C(=O)C(C)N2CCN(S(=O)(=O)c3ccc(Br)s3)CC2)C1 (stereo unspecified),6.1
Cn1cc(C(=O)c2ccc(Cl)cc2Cl)cc1C(=O)O,5.2
Cc1ccc(N(CC(=O)NC(C)c2ccccc2)S(=O)(=O)c2c(C)noc2C)cc1 (stereo unspecified),-0.7
COc1ccc(-c2nc(CSCC(=O)N3CCc4ccccc43)c(C)o2)cc1OC,0.9
O=C(C1CCCCC1)N1CCC(c2nc3c(nnn3Cc3c(F)cccc3Cl)c(=O)[nH]2)CC1,2.4
C/C(=N\NC(=O)c1ccc(C)cc1C)c1ccc2c(c1)Nc1ccccc1S2,-4.0
CC1CCC(NC(=O)CNC(=O)c2ccc3ccccc3c2)CC1 (stereo unspecified),2.9
O=C(CCCC(=O)OCC(Cl)=C(Cl)Cl)Nc1ccc(F)cc1,4.9
N#CCC(=O)Nc1ccc(C(=O)OCC(=O)NCc2ccc3c(c2)OCO3)cc1,4.6
COc1ccc(Nc2c(C3CC3)nc3nc(C)cc(C)n23)cc1,-5.4

Other structures:
molecule,TbREL1 primary
Cc1ccnc(NC(=O)CCc2c[nH]c3ccccc23)c1,-4.1
CC(=O)c1ccc(NC(=O)c2cccc(NC(=O)c3ccccc3)c2)cc1,-1.4
COCCn1c(SCC(=O)Nc2cc(C)on2)nc2cc(Cl)ccc2c1=O,1.1
Cc1ccc(C2C(C#N)=C(N)Oc3n[nH]c(-c4ccccc4)c32)o1 (stereo unspecified),5.2

These rows are one share of the data, so the mix of outcomes need not match the whole.
